tim23-1 inh = growth inhibitors of tim23-1 mutant yeast; S. cerevisiae tim23-1 growth, BacTiter-Glo luminescence, 24 h; inhibition, % at 20 µM; 1.3% of 330,000 active;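 active means growth inhibition of the mutant yeast at or above 50%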;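 further: temperature-sensitive mutant grown at 25 °C; plate controls were DMSO-treated mutant yeast for no effect and medium wells lacking yeast for full effect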
beta cell repl = induces beta-cell replication in MIN6 cells. MIN6 cells proliferation, ATPlite luminescence, 48 h; cells starved in 0.2% serum; 100% = growth in 10% serum. proliferation, % at 10 µM. 0.29% of 330,000 active. AID 2380;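 active means compounds whose signal lies at least 3.5 SD above the mean of all wells on their plate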;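 further: 0% = DMSO-treated cells in low-serum medium and 100% = 10% serum control; some compounds called inactive have numbers as strong as hits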
MPTP inh = inhibitors of mitochondrial permeability transition pore. inhibition, % at 10 µM. 1.4% of 360,000 active. isolated mouse mitochondria, Ca2+ swelling absorbance, 30 min;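 active means inhibition of 50% or more, scaled per plate between neutral and stimulator controls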;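 further: 0% = DMSO wells given calcium and 100% = 1 mM EGTA wells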
TIM10 inh = inhibits growth of TIM10 yeast strain; S. cerevisiae TIM10 strain growth, BacTiter-Glo luminescence, 24 h; inhibition, % at 10 µM; 1.4% of 330,000 active;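 active means inhibition of 40% or more at the single tested concentration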;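 further: wild-type TIM10 isogenic control strain grown at permissive 25 °C; 0% = DMSO yeast wells and 100% = minimal medium wells without yeast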
tim10-1 inh = tim10-1 yeast growth inhibition; inhibition, % at 20 µM; AID 463190; 2.2% of 330,000 active; S. cerevisiae tim10-1 ts strain growth, BacTiter-Glo, 24 h;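 active means inhibition of at least 40%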;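 further: mutant grown at 25 °C; 0% = DMSO wells with yeast and 100% = wells holding no yeast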
NALP3 yeast inh = inhibitors of NALP3 inflammasome in yeast. 0.39% of 330,000 active. inhibition, % at 10 µM. Yeast reconstituted NLRP3/ASC/caspase-1, beta-gal luminescence, 24 h;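 active means inhibition of 50% or more; inactive means inhibition below 50%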;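 further: plate controls were induced DMSO wells for no effect and uninduced yeast grown without galactose for full effect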
APJ antagonist = blocks the human apelin receptor APJ. 0.32% of 330,000 active. inhibition, % at 20 µM. AID 2521. CHO-K1 APJ beta-arrestin complementation, luminescence. P35414;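 active means inhibition above about 40% at 20 µM, limit read from the data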;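 further: cells challenged with 10 nM apelin-13 agonist together with compound; plate controls were apelin-13 plus DMSO wells for no effect and DMSO wells lacking apelin-13 for full effect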
Target sequence (P35414 whole entry, looked up): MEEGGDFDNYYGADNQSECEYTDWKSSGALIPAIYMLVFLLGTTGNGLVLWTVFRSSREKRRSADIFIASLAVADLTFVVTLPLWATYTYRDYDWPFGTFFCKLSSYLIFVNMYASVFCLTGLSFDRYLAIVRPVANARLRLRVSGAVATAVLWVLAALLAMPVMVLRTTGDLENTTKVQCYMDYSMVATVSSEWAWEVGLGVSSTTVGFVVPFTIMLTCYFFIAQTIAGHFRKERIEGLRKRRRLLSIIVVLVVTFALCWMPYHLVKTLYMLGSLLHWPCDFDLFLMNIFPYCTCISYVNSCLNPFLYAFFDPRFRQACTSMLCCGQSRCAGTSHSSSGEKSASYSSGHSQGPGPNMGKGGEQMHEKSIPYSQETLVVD
APJ agonist = agonists of human APJ apelin receptor | AID 2520 | activation, % at 20 µM | 0.11% of 330,000 active | CHO-K1 APJ PathHunter beta-arrestin, luminescence; 0% DMSO wells, 100% apelin | P35414;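 active means activation more than six SD over the plate average, tested at 20 µM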;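 further: 0% = DMSO alone and 100% = apelin-13 at 10 nM; some results filed as inactive read as strong as hits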
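assay system = CHO-K1 APJ beta-arrestin complementation cell line | input = cell density 1000 per well | dosing = compound 20 µM once, DMSO 1% | timing = compound 90 min 25 °C, reagent 1 h | measured by = luminescence from split beta-galactosidase complementation, Galacton Star/Emerald II substrate | read-out basis = APJ agonist activity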
GRIN3A LBD mod = NR3A (human) ligand-binding domain modulation. Tm shift relative to glycine control, % at 25 µM. NR3A LBD differential scanning fluorimetry, Tm shift; 0% = protein alone, 100% = glycine-bound protein. 2.5% of 340,000 active. AID 1259313;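 active means melting temperature shift of at least 10% of the positive control shift, at one fixed dose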
* marks the source's active call; other numbers are inactive results; x = not tested or not shown.

SMILES	tim23-1 inh	beta cell repl	MPTP inh	TIM10 inh	tim10-1 inh	NALP3 yeast inh	APJ antagonist	APJ agonist	GRIN3A LBD mod
c1coc(CNc2ncnc3ccccc23)c1	0	-2	30	-1	-1	18	2	3	-1
Cc1cc(C)n(CCC(=O)N2CCN(S(=O)(=O)c3ccc(C)c(C)c3)CC2)n1	14	-1	-1.4	6	-17	8	20	-1	0
CCN1C(=O)CSc2ccc(C(=O)NC3CCCCC3)cc21	28	-3	-0.4	0	15	8	-3	-3	-2
O=C(Nc1ccc(CN2CCS(=O)(=O)CC2)cc1)c1ccc(C(F)(F)F)cc1	15	0	5.4	11	7	0	3	2	1
CSc1nsc(NC(=O)Cc2ccccc2)n1	32	-3	1.0	11	9	30	17	-4	0
O=C(CCC(=O)c1ccc(F)cc1)Nc1cccnc1	-4	1	0.2	-23	-10	6	-31	-6	-8
CCOC(=O)C1(Cc2ccc(Cl)cc2)CCN(C(=O)CCc2cnccn2)CC1	17	-2	-0.2	10	22	7	-26	-4	-1
COc1ccc(C2NC(=O)CS2)cc1 (stereo unspecified)	12	-1	1.5	0	4	9	-13	-1	-5
COc1ccc(NS(=O)(=O)c2cc(N=Nc3c(O)[nH]c(=O)[nH]c3=O)ccc2Cl)cc1	9	3	-0.2	-1	15	20	19	-8	2
O=C(NCc1ccccc1)C1CC(=O)N(c2ccc(OCC(=O)N3CCCC3)cc2)C1 (stereo unspecified)	-2	2	-2.3	1	-3	18	-2	1	0
CCOC(=O)CCCCCC(=O)Nc1ccc2c(c1)C(=O)N([C@H](C)CO)C[C@@H](C)[C@H](CN(C)Cc1ccc3c(c1)OCO3)O2	14	2	1.0	-3	8	15	7	-4	1
CC(=O)OC1c2c(ccc3ccc(=O)oc23)OC(C)(C)C1OC(=O)CC(C)C (stereo unspecified)	45	0	4.1	23	39	6	-6	0	-11
COc1ccccc1CNS(=O)(=O)c1cccs1	2	-2	1.0	-7	7	0	-8	-4	0
COc1ccc(NC(=O)Nc2nnc(-c3cccs3)s2)cc1	-2	-2	69*	-5	5	4	6	0	16*
CCCn1c(N)c(C(=O)CSc2nc(C)cs2)c(=O)n(C)c1=O	7	-4	5.6	16	8	8	3	0	1
Cc1ccc2[nH]c(=O)c(CN(Cc3ccc4c(c3)OCO4)Cc3nnnn3Cc3ccco3)cc2c1	10	-2	5.0	6	26	18	-13	-1	-1
c1ccc(COc2ccc(Oc3nc(N4CCCCC4)nc(N4CCOCC4)n3)nn2)cc1	20	-2	-1.0	28	15	12	-8	-6	-12
Clc1ccc(-n2nnnc2SCc2cn3ccccc3n2)cc1	1	-2	1.4	-10	8	7	29	-1	-1
Cc1ccc(C(=O)NCc2nnc(SCC(=O)Nc3ccccc3)n2C)cc1	11	-1	-0.1	8	12	1	3	-3	0
CCOc1ccc2nc(NC(=O)c3ccc(S(=O)(=O)N4CCOCC4)cc3)sc2c1	-6	0	3.6	-8	-5	-17	2	7	29*
CN(c1ccccc1)S(=O)(=O)c1cccc(NC(=O)Cc2c(F)cccc2Cl)c1	23	-5	18	6	18	-6	8	-2	-6
COc1ccc(COc2cc(-c3cccc(OC)c3)nc3ccc(NC(=O)c4cccnc4)cc23)cc1	25	-7	-0.6	10	34	13	-15	1	1
C[C@@H](NC(=O)c1cc2c([nH]c3ccccc32)c(-c2ccccc2)n1)C(=O)O	18	-1	-0.5	3	18	9	-10	-2	-1
c1ccn2cc(C34CC5CC(CC(C5)C3)C4)nc2c1	49	-3	-0.9	36	53*	0	4	-2	-1
Cc1cccc(NC(=S)N2CCn3cccc3C2c2cccnc2)c1 (stereo unspecified)	7	0	0.8	-8	10	9	5	-3	-1
Cc1cc(F)ccc1NC(=O)CCc1ccc(S(=O)(=O)N2CCOCC2)cc1	-3	2	-0.7	-13	1	11	-5	-1	1
C/C(=N/NC(=O)c1ccco1)c1ccc(NC(=O)c2ccc(Br)o2)cc1	10	-3	-2.2	3	16	15	-8	0	-1
N#Cc1c(-c2ccccc2F)cc(C2CC2)nc1SCC(=O)c1cccs1	16	-3	0.8	12	19	20	-42	-2	-11
On1cnnc1-c1ccccc1	13	2	3.2	-1	5	-5	5	0	11*
CCCCCNc1nc(NCCCO)c(C#N)c2c1CN(C)CC2	4	-2	-0.6	0	7	-2	-8	1	0
Cn1cc(C(=O)NS(=O)(=O)Nc2ccc(Br)cc2)c2ccccc21	8	-4	0.9	6	0	11	21	-1	2
CC(NC(=O)/C(C#N)=C/c1ccc(OCC(=O)O)cc1)c1ccccc1 (stereo unspecified)	4	-2	-1.3	3	3	9	8	1	0
COc1cnc(-c2ccccc2)[nH]c1=O	2	-3	0.3	-6	19	16	-1	-3	2
C=CCNc1nc(N)c(C(=C(C#N)C#N)c2ccc(Br)cc2)s1	19	-5	1.6	-4	14	9	-6	-1	-10
Cc1nc(CC(=O)Nc2nccs2)cs1	-4	-2	0.0	-3	0	7	-1	-2	-4
CC(NCc1ccccc1)c1ccccc1O (stereo unspecified)	11	-1	1.6	12	5	19	8	2	1
COc1ccc(CC(=O)OC(C)CN2CCCCC2)cc1 (stereo unspecified)	8	-3	-0.2	-7	5	-3	-19	-3	2
O=C(c1ccc(CS(=O)c2cccc(Cl)c2)o1)N1CCOCC1 (stereo unspecified)	9	0	-1.2	-8	19	8	17	-4	2
CC(C)(C)C(=O)OCc1nc(-c2ccc(F)cc2)cs1	31	-5	1.5	41*	38	9	7	-1	2
CSCCC1NC2(C(=O)Nc3ccc(Cl)cc32)[C@@H]2C(=O)N(C3CCCC3)C(=O)[C@H]12 (stereo partly specified)	7	-3	x	10	21	11	17	-2	2
Cc1cccc(C(=O)N2CCCC(c3nc(-c4ccc(F)cc4)no3)C2)c1 (stereo unspecified)	23	-2	0.0	11	-5	12	-2	-1	1
Oc1cc2c(cc1C(c1ccc(Br)cc1)N1CCCC1)OCO2 (stereo unspecified)	36	-5	-5.2	33	40	44	-9	-4	29*
COc1cc(C(=O)N2CCC(n3cnc4cc(F)ccc43)CC2)cc(OC)c1OC	-2	1	-0.5	8	13	-7	8	-9	2
CN(C(=O)C1CCC(CNS(=O)(=O)c2cccc3cccnc23)CC1)C1CCCCC1 (stereo unspecified)	4	2	-0.1	-12	-7	40	22	0	-3
CCCc1ncc(CN2CCCCC2C(=O)Nc2ccc(Oc3ccccc3)nc2)cn1 (stereo unspecified)	11	-2	2.5	0	5	25	3	-8	3
CCOc1ccccc1Nc1nnc(C)c(=O)[nH]1	-5	7	-0.7	-17	1	10	-9	-3	3
O=C(O)CSCC(=O)N1CCN(c2cc(C(F)(F)F)nc3ccccc23)CC1	2	0	-1.2	-14	16	11	0	-1	-4
O=c1c2[nH]c3ccc(Br)cc3c2ncn1CCCn1ccnc1	18	1	-5.7	25	25	17	-23	2	16*
CCOc1ncccc1C(=O)Nc1ccc(Cl)cc1	-22	-4	0.1	15	-10	13	-4	-4	0
CCOC(=O)c1sc(NC(=O)CSc2nc(C)cc(C)c2C#N)c(C#N)c1C	7	-2	13	0	10	9	10	-6	-1
Cc1cc(C)nc(NN2C(=O)C=CC2=O)n1	12	-1	-0.6	-8	18	24	1	0	7
O=C(O/N=C(/c1ccccc1)c1ccncc1)c1ccccc1[N+](=O)[O-]	38	-3	1.7	38	41*	27	-23	5	0
O=S(=O)(c1cccc(Cl)c1)N1CCN(S(=O)(=O)c2ccc3c(c2)OCCO3)CC1	-13	-2	-0.1	-20	-8	16	-14	1	1
CN(C)c1ncc(CN2CCC(C(=O)Nc3ccc(-n4cccn4)cc3)CC2)s1	5	0	-0.1	2	6	14	8	-3	1
O=C(O)c1cccc(N2CCCCS2(=O)=O)c1	7	2	18	-7	-8	0	-1	-3	0
CCC(=O)Nc1ccc(C(=O)OCC(=O)c2ccc(C)c([N+](=O)[O-])c2)cc1	10	-3	0.7	17	12	11	6	-2	2
COc1cccc2cc(C(C)N(CCCN3CCOCC3)C(=S)Nc3cc(C)ccc3C)oc12 (stereo unspecified)	28	-2	0.2	4	11	2	0	-1	1
Cc1ccc(-c2cc(-c3ccc(F)cc3)n[nH]2)c(O)c1	61*	-3	40	23	41*	25	-16	-3	12*
COc1ccc(NC(=S)N(CCCN2CCN(C)CC2)Cc2cccs2)cc1	10	0	-1.9	7	4	11	10	-1	1
CCN(CC)S(=O)(=O)c1ccc(NC(=O)C2CCCN(C(=O)c3ccc(Cl)cc3)C2)cc1 (stereo unspecified)	11	0	0.7	12	13	29	4	3	-11
CC1CC(=O)Nc2ccccc2N1S(=O)(=O)c1ccc(C#N)cc1 (stereo unspecified)	-14	0	1.8	-19	-14	2	-2	-1	-4

Pulled one by one from the entries so far:
SMILES	tim23-1 inh	beta cell repl	MPTP inh	TIM10 inh	tim10-1 inh	NALP3 yeast inh	APJ antagonist	APJ agonist	GRIN3A LBD mod
CCOc1ncccc1C(=O)Nc1ccc(Cl)cc1	-22	-4	0.1	15	-10	13	-4	-4	0
O=S(=O)(c1cccc(Cl)c1)N1CCN(S(=O)(=O)c2ccc3c(c2)OCCO3)CC1	-13	-2	-0.1	-20	-8	16	-14	1	1

By substructure: those above with two or more sulfur atoms (10)
SMILES	tim23-1 inh	beta cell repl	MPTP inh	TIM10 inh	tim10-1 inh	NALP3 yeast inh	APJ antagonist	APJ agonist	GRIN3A LBD mod
CSc1nsc(NC(=O)Cc2ccccc2)n1	32	-3	1.0	11	9	30	17	-4	0
COc1ccccc1CNS(=O)(=O)c1cccs1	2	-2	1.0	-7	7	0	-8	-4	0
COc1ccc(NC(=O)Nc2nnc(-c3cccs3)s2)cc1	-2	-2	69*	-5	5	4	6	0	16*
CCCn1c(N)c(C(=O)CSc2nc(C)cs2)c(=O)n(C)c1=O	7	-4	5.6	16	8	8	3	0	1
CCOc1ccc2nc(NC(=O)c3ccc(S(=O)(=O)N4CCOCC4)cc3)sc2c1	-6	0	3.6	-8	-5	-17	2	7	29*
N#Cc1c(-c2ccccc2F)cc(C2CC2)nc1SCC(=O)c1cccs1	16	-3	0.8	12	19	20	-42	-2	-11
Cc1nc(CC(=O)Nc2nccs2)cs1	-4	-2	0.0	-3	0	7	-1	-2	-4
CCOC(=O)c1sc(NC(=O)CSc2nc(C)cc(C)c2C#N)c(C#N)c1C	7	-2	13	0	10	9	10	-6	-1
O=S(=O)(c1cccc(Cl)c1)N1CCN(S(=O)(=O)c2ccc3c(c2)OCCO3)CC1	-13	-2	-0.1	-20	-8	16	-14	1	1
COc1ccc(NC(=S)N(CCCN2CCN(C)CC2)Cc2cccs2)cc1	10	0	-1.9	7	4	11	10	-1	1
